RT RNaseH block – inhibitors of HIV-1 reverse transcriptase RNase H. P04585. RT-RNase H RNA/DNA duplex cleavage, fluorescence. inhibition, % at 10 µM. 65,000 tested, 1.9% active; in the data active means inhibition above about 50%
RmlCD inh mix – inhibitors of RmlC and RmlD coupled enzymes; 110,000 tested, 0.39% active; RmlC/RmlD coupled enzyme inhibition, 384-well mixture HTS; inhibition, % at 5.5 µM; in the data active means inhibition above about 30%, passing the limit was not always enough; further: strong numbers were not always called active
An asterisk follows results filed as active; nt = not tested or not shown.

Values run as follows: RT RNaseH block, RmlCD inh mix
O=C(CN1CCCCC1)Nc1cc(Cl)ccc1Cl
  -27, -1
CC1C/C(=N/Nc2ccc([N+](=O)[O-])cc2[N+](=O)[O-])CC(C)(C)C1 (stereo unspecified)
  nt, -5
CN(C)CCNC(=O)c1cc(Br)ccc1Cl
  nt, -2
CC(=O)c1ccc(N2CCN(CCC#N)CC2)c(F)c1
  -6, 12
CCC(=O)Nc1ccc2c(c1)C(=O)N(C)C2=O
  nt, 17
CN(c1ccccc1)S(=O)(=O)c1cccc(C(=O)N2CCN(c3ccccn3)CC2)c1
  -41, 5
Cc1ccc(C)c(S(=O)(=O)NCCOC(=O)Nc2sc(=S)n(C)c2C)c1
  20, -15
C=CCOc1ccccc1CNCc1cccnc1
  -4, -180
Cc1cccc(C(=O)N2CCN(Cc3ccc4c(c3)OCO4)CC2)c1
  -5, 13
Nc1nc(-c2ccco2)nc(N2CCCCC2)n1
  -2, -3
CC1=CCC(C(=O)O)C(C(=O)Nc2nc3ccc(S(C)(=O)=O)cc3s2)C1 (stereo unspecified)
  nt, -14
CN(C(=O)COc1ccc(Cl)cc1Cl)c1nnc(C23CC4CC(CC(C4)C2)C3)s1
  nt, 8
Cc1cc(C(C)(C)C)cc(C)c1COC(=O)C1CCC(=O)N1 (stereo unspecified)
  -18, 13
CC1CCN(C(=O)Nc2ccc3nsnc3c2)CC1
  nt, 3
COc1ccccc1NC(=O)N(Cc1ccco1)Cc1cc2c(C)ccc(C)c2[nH]c1=O
  19, 6
COCCN(CC(=O)NCc1ccc(F)cc1)C(=O)CCC(=O)Nc1nccs1
  0, 19
Cc1ccc(C(=O)Nc2ccc(S(=O)(=O)N3CCN(C)CC3)cc2)cc1
  nt, -12
O=C(NCCN1CCC(Cc2ccccc2)CC1)C1CCCN(S(=O)(=O)c2cnc[nH]2)C1 (stereo unspecified)
  0, nt
CC(C)CCOc1ncnc2c1sc1nc3c(cc12)CSC(C)(C)C3
  nt, -5
O=C1CC(N2CCN(C3CCc4ccccc4C3)CC2)C(=O)N1c1ccccc1 (stereo unspecified)
  -3, -11

Later entries
Values run as follows: RT RNaseH block, RmlCD inh mix
CCCCCC1CCC(C(=O)NNC(=S)NCC)CC1 (stereo unspecified)
  nt, -10
CCN1CCN(C(=S)c2ccc(Br)cc2)CC1
  nt, 3
O=C(NCc1ccccc1)c1cnc2n(c1=O)CCS2
  0, 4
Cc1oc(-c2ccccc2Cl)nc1CS(=O)CC(=O)NCc1cccs1 (stereo unspecified)
  nt, 7
CC1CCCCC1NS(=O)(=O)c1ccc(S(=O)(=O)NCc2ccncc2)cc1 (stereo unspecified)
  -3, 12
CCC1(CC)Cc2ccccc2C(N)=C1C#N
  -193, -9
COc1ccc(-c2nnc3sc(C(C)N4C(=O)c5ccccc5C4=O)nn23)cc1 (stereo unspecified)
  -7, -5
COCCN(CC(=O)Nc1ccccc1C)S(=O)(=O)c1ccc(S(=O)(=O)N2CCCC2)cc1
  -2, nt
CCN(CC)S(=O)(=O)c1cc(-c2nn(C)c(=O)c3ccccc23)ccc1C
  nt, -9
CC(C)[C@@H]1NC(=O)c2cc([N+](=O)[O-])cc(I)c2NCCC[C@@H](C(N)=O)NC(=O)[C@H](CO)NC1=O
  nt, -2
CCC(C)Sc1nc2c(c(=O)[nH]c(=O)n2C)n1CCc1ccccc1 (stereo unspecified)
  2, -13
O=S(=O)(c1ccc(S(=O)(=O)N2CCN(C/C=C/c3ccccc3)CC2)cc1)N1CCCC1
  59*, -9
O=C(C1CCCN(S(=O)(=O)Cc2ccccc2)C1)N1CCC(Cc2ccccc2)CC1 (stereo unspecified)
  nt, 3
O=C(CN(C1CCCCC1)S(=O)(=O)c1ccc(F)cc1)NCc1ccncc1
  nt, 7
O=C(NC(=S)NCCN1CCOCC1)c1cccc(Cl)c1
  nt, -4
CCOc1ccccc1C1CC(=O)Nc2c1c(=O)n(C)c(=O)n2C (stereo unspecified)
  nt, -12
COc1ccc(C(=O)N2CCN(S(=O)(=O)c3cc(Cl)ccc3OC)CC2)cc1
  -80, 10
COc1ccc(CN2CCN(S(=O)(=O)c3ccc(NC(C)=O)cc3)CC2)cc1OC
  -1, 6
Cc1csc(=Nc2c(C)n(C)n(-c3ccccc3)c2=O)n1Cc1ccccc1
  2, 9
O=C(NCc1cccnc1)/C(=C/c1ccc(-c2ccc(Cl)cc2)o1)S(=O)(=O)c1ccccc1
  nt, 0

Reformatted as labelled records: entries from further up.
> CC(C)[C@@H]1NC(=O)c2cc([N+](=O)[O-])cc(I)c2NCCC[C@@H](C(N)=O)NC(=O)[C@H](CO)NC1=O
  RT RNaseH block: nt
  RmlCD inh mix: -2

> CCC(C)Sc1nc2c(c(=O)[nH]c(=O)n2C)n1CCc1ccccc1 (stereo unspecified)
  RT RNaseH block: 2
  RmlCD inh mix: -13

> O=S(=O)(c1ccc(S(=O)(=O)N2CCN(C/C=C/c3ccccc3)CC2)cc1)N1CCCC1
  RT RNaseH block: 59*
  RmlCD inh mix: -9

> O=C(C1CCCN(S(=O)(=O)Cc2ccccc2)C1)N1CCC(Cc2ccccc2)CC1 (stereo unspecified)
  RT RNaseH block: nt
  RmlCD inh mix: 3

More entries:
Values run as follows: RT RNaseH block, RmlCD inh mix
O=C(Nc1cnn(Cc2ccc(Cl)cc2Cl)c1)c1cc(-c2cccs2)on1
  -3, 9
CCOC(=O)C1CCCN(S(=O)(=O)c2cc(OCC(=O)NC3CCCCC3)c(C)cc2Cl)C1 (stereo unspecified)
  nt, -70
COc1ccc(CSc2nnc(Cc3sc(-c4ccccc4)nc3-c3ccccc3)o2)cc1
  nt, -8
Cc1ccc(C(C(=O)NCc2ccco2)N(C(=O)CNC(=O)c2cccs2)c2ccc(C)cc2)cc1 (stereo unspecified)
  nt, -3
COC(=O)CC(=O)c1ccc2c(c1)OCO2
  nt, 0
CC(C)c1cc(-c2cc(C(=O)Nc3ccccc3)on2)nc(NC2CCCC2)n1
  nt, 1
COC(=O)c1ccc(NC(=O)CN2C(=O)CNC2=O)cc1
  nt, 10
O=C(Cc1coc(-c2ccc(F)cc2)n1)NCc1ccccc1
  -12, -5
CCc1nn(CC(=O)NCCN2CCN(C)CC2)c(=O)c2cc3occc3n12
  -4, -13
COc1ccc2c(=O)c(-c3ccc4c(c3)OCO4)coc2c1
  nt, -13
COc1ccccc1N1CCN(C(=O)c2oc3ccccc3c2C)CC1
  -7, nt
Clc1ccc(SCc2nc3ccccc3[nH]2)cc1
  nt, 21
COC(=O)C1=C(C(=O)c2ccc(C)cc2)C(c2ccc(OC)c(OC)c2)n2nnnc2N1 (stereo unspecified)
  -3, -9
COc1cc(-c2nc3cnccn3c2Nc2ccc(C(C)C)cc2)ccc1O
  nt, -26
CC1=C(C#N)CCC(=O)N1Cc1c(C)cc(C)cc1C
  nt, 9
Cn1c(CN2CCOCC2)nnc1SCC(=O)Nc1ccc2c(c1)OCCO2
  0, -26
COc1ccc(C(=O)/C=C/c2ccc(F)cc2)c(OC(=O)c2ccc([N+](=O)[O-])cc2)c1
  nt, -4
O=C(Cn1nc(-c2ccccc2)ccc1=O)NCC1COCCO1 (stereo unspecified)
  -7, -11
O=C(CN1CCC(n2nnc3cc(C(F)(F)F)ccc32)CC1)N1CCc2ccccc21
  8, -9
COCCCNC(NC(=O)c1ccc(Cl)cc1)C(Cl)(Cl)Cl (stereo unspecified)
  nt, -13

As a working copy, part of the list above:
Values run as follows: RT RNaseH block, RmlCD inh mix
COC(=O)c1ccc(NC(=O)CN2C(=O)CNC2=O)cc1
  nt, 10
O=C(Cc1coc(-c2ccc(F)cc2)n1)NCc1ccccc1
  -12, -5

The listing continues.
Values run as follows: RT RNaseH block, RmlCD inh mix
O=S(=O)(c1ccc(N2CCCC2)cc1)C(F)(F)F
  -17, 3
CCN(c1cccc(C)c1)S(=O)(=O)c1cnc[nH]1
  nt, 5
C=CCn1c(SCC(=O)Nc2ccc3c(c2)OCCO3)nnc1-c1ccco1
  -15, 12
O=C1CN(C(=O)CSc2nnnn2-c2ccc(Cl)cc2)c2ccccc2N1
  -41, 1
CCOC(=O)c1cnc(SC)nc1Oc1cccc(NC(=O)c2ccc(C)cc2)c1
  nt, 0
O=C(CN(CCCN1CCOCC1)C(=O)Cn1nnc(-c2ccc(F)cc2)n1)NC1CCCCC1
  -2, 1
Cc1ccc2cc3cc(C(=O)NCCCN4CCc5ccccc5C4)oc3nc2c1
  -17, 21
CCOCCCNC(=O)c1cc2c(=O)n3cccc(C)c3nc2n1C
  -13, 29
Cc1ccc(C(=O)NCC(=O)N2CCN(c3ncccn3)CC2)s1
  nt, -21
O=C(Nc1ccc(Cl)c(Cl)c1)OCc1cccnc1
  -2, -7
CC(=O)C1C(c2cn(-c3ccccc3)nc2-c2cccs2)NC(=O)NC1(O)C(F)(F)F (stereo unspecified)
  10, nt
COc1cccc(NC(=O)C2CCCN2C(=O)Nc2ccccc2F)c1 (stereo unspecified)
  5, -3
O=S(=O)(Cc1ccccc1)N1CCN(C2Cc3ccccc3C2)CC1
  -2, 7
COc1ccc2c(c1OC)C(=O)N1N=C(c3ccc(O)cc3)CC21 (stereo unspecified)
  nt, 9
O=C(Nc1ccccc1C(=O)N1CCCC1)c1cccc(S(=O)(=O)N2CCCCC2)c1
  -21, nt
CCOC(=O)C1CCN(S(=O)(=O)c2ccc(C(C)=O)cc2)CC1
  nt, -4
Cn1cccc1C(=O)c1ccc(Cl)cc1Cl
  -11, -30
COC(=O)c1ccccc1NC(=O)c1ccc(COc2cccc3ccccc23)o1
  nt, -26
CC(C)(C)OC(=O)NCCCC(CCCNC(=O)OC(C)(C)C)C(=O)O
  -1, 14
O=C(CSc1nc(Cc2ccccc2)nc2ccccc12)Nc1nc2c(s1)CCCC2
  nt, -15

Going on with the list:
Values run as follows: RT RNaseH block, RmlCD inh mix
Cn1nc(C(=O)NCc2ccc(F)cc2)c2ccccc2c1=O
  -12, 0
COc1ccc(C(=O)Nc2cccc(/C(C)=N/NC(=O)c3ccc([N+](=O)[O-])cc3)c2)cc1OC
  nt, -4
CC(C)CC(NC(=O)C1CCCCC1)C(=O)NCc1ccccn1 (stereo unspecified)
  -1, 5
CCOC(=O)c1c(NC(=O)c2ccccc2)sc2c(O)c(CN(CC)CC)ccc12
  nt, 2
CCCn1nnc(NC(=O)COc2ccc(CC)cc2)n1
  nt, 9
CCCC/C=C/C(NC(=O)c1ccc(C(=O)OC)cc1)c1ccccc1 (stereo unspecified)
  nt, 31
CCN(CC)S(=O)(=O)c1ccc(NC(=O)C2CCCO2)cc1 (stereo unspecified)
  nt, 2
CC1CN(C(=O)c2cc3c(s2)CCC3)CC(C)O1 (stereo unspecified)
  -9, -12
CCOC(=O)c1cc2n(c1/N=C/N(C)C)-c1ccccc1C2=O
  nt, 10
Cc1nc(C(=O)N(C)C)nn1-c1cc(Cl)cc(Cl)c1
  nt, -149
CN(C)S(=O)(=O)c1ccc(NC(=O)c2ccc(Br)o2)cc1
  nt, 12
COC(=O)c1ccc(NC(=O)CCN2CCN(CCC(=O)Nc3ccc(C(=O)OC)cc3)CC2)cc1
  nt, -18
COC(=O)C1=C(C)NC(=O)NC1c1ccc(OCC(=O)N2CCCCC2)cc1 (stereo unspecified)
  -22, -8
CC(C)Cc1cc(C(=O)NCCc2ccccc2)no1
  -28, -1
N#CC1=C(N)n2c(s/c(=C\c3ccco3)c2=O)=C(C#N)C1c1ccco1 (stereo unspecified)
  30, -9
O=C(c1ccco1)N1CCN(Cc2nnnn2CCc2ccccc2)CC1
  -31, -7
CCc1nnc2sc(-c3ccc(NC(=O)c4ccc5c(c4)OCCO5)cc3)nn12
  4, -16
CCCCn1nc(C(=O)O)ccc1=O
  -8, 10
O=C(O)CN1CCCC1=Nc1ccccc1
  nt, -6
Cc1nn(C)c(C)c1NC(=O)c1ccnn1C
  4, 2

The listing continues:
Values run as follows: RT RNaseH block, RmlCD inh mix
CC(C)(C)NS(=O)(=O)c1ccc(CCC(=O)NCc2cccnc2)cc1
  nt, -4
Cc1ccc(CNC(=O)C2CC(c3ccc([N+](=O)[O-])cc3)=NO2)cc1 (stereo unspecified)
  nt, -14
CC1=NN(c2nc(-c3ccc(F)cc3)cs2)C(=O)C1
  nt, -12
O=c1[nH]cnc2c1N1CCC2CC1
  -10, -9
COc1cc(CC(=O)NCc2ccco2)cc(OC)c1OC
  nt, -6
CCCCn1ccc(O)c(Cc2ccc(F)cc2)c1=O
  nt, 6
COc1ccc(Oc2cc(F)nc(N)n2)cc1
  nt, -4
Cc1nnc(SCC(=O)Nc2nsc(-c3ccccc3)n2)s1
  -24, -7
COC(=O)C(c1cc(OC)c(O)c(OC)c1)(N1CCNC(C)C1)C(F)(F)F (stereo unspecified)
  -10, -1
O=C(Nc1ccc(Cl)cc1)c1cc2nc(-c3ccco3)cc(C(F)(F)F)n2n1
  -8, -16
COc1ccc(N(CC(=O)O)S(C)(=O)=O)cc1OC
  -5, -13
O=[N+]([O-])c1ccc(Sc2nccn2Cc2ccccc2)c([N+](=O)[O-])c1
  nt, 4
Cc1ccn2c(NCc3ccc4c(c3)OCO4)c(-c3ccc(O)cc3)nc2c1
  nt, -95
CCc1ccc(C(=O)CN(C#N)c2nc(C)cc(C)n2)cc1
  nt, 3
CC(=O)c1c(OC(=O)c2ccco2)c2ccccc2n1C
  -28, nt
Cc1cccc(C)c1OCC(=O)NCc1nnc(SCC(=O)NC2CCCCC2)n1C
  -2, 9
O=C(O)CNC(=O)CC12CC3CC(CC(C3)C1)C2
  -8, -3
Cc1nc(-c2ccccc2)sc1C1(C)CC(c2cccc(F)c2)=NO1 (stereo unspecified)
  nt, 2
Cc1ccc(S(=O)(=O)NCC(=O)N2CCCCC2)cc1
  -6, -13
CCCOc1cccc(C2/C(=C(/O)c3ccc(OC)cc3)C(=O)C(=O)N2CCN(C)C)c1 (stereo unspecified)
  2, 3
Cc1nc(SCC(=O)c2ccc(F)cc2)n[nH]1
  6, 5
Cc1ccc(C)c(NC(=O)Cn2nc(C)c3ccccc3c2=O)c1
  2, -1
COc1ccc(N=C2S/C(=C\c3cccs3)C(=O)N2CC(C)C)cc1
  nt, 9

Assay outcomes deposited in PubChem by several laboratories.

Only part of the results is shown, so the mix of outcomes need not match the whole.
